# Compound activity: PubChem, several laboratories
# b-catenin transl: alters nuclear translocation of beta-catenin in HeLa cells. AID 1665. immunofluorescence imaging. nuclear translocation activity, % at 5 µM. 190,000 compounds, 0.3% hits;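 active = nuclear translocation activity above 50% at 5 µM, with a well cell count of 50 or more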;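 also: per-cell ratio of nuclear to cytoplasmic median beta-catenin stain intensity; plate controls were DMSO negative control for no effect and GSK-3 inhibitor IX positive control for full effect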
#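 Test system: human HeLa cells, native beta-catenin. Compound dosing: 5 µM primary single dose, 0.1% DMSO, 0.02–20 µM confirmation series. Incubation: compound exposure 24 h at 37°C. Detection: beta-catenin immunostaining with DAPI counterstain, 20x imaging, 6 fields/well. Read-out basis: Nuclear/cytoplasmic beta-catenin signal ratio, % activation.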
# Autophagy HCS: alters autophagy in cells | calls only at 10 µM (by protocol) | MEF GFP-LC3 puncta imaging; test concentration mostly 10 µM | 190,000 compounds, 0.98% hits;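 active = percentage of spot-positive cells more than 3 SD above its plate mean, without a fluorescence outlier flag or 80% toxicity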;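 also: spot-positive cell cutoff set from DMSO-treated cells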
# Ins promoter up: MIN6 insulin promoter up-regulation; 190,000 compounds, 0.3% hits; z-score at 5 µM; MIN6 insulin promoter-GFP reporter, high-content imaging; stronger effect = higher value;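 active = z-score above 3 at 5 µM with at least 500 cells counted in the well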
# UTI89 phage lysis: inhibition of K1F phage lysis, E. coli UTI89, bacterial capsule biogenesis inhibitors, alamar blue (AID 488966); 340,000 compounds, 0.02% hits; E. coli UTI89 K1F phage lysis, alamar blue, 2 h; higher % means a stronger effect; one-dose inhibition, % at 100 µM; IC50 in µM for titrated hits;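 active = phage lysis inhibition, versus mean bacterial control, above a set limit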;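 also: capsule biogenesis inhibitors block K1F phage lysis so surviving cells raise fluorescence; higher fluorescence means more inhibition of phage lysis; actives were called in the ten point dose series up to 300 µM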
# M1AAP inhibition: malaria alanyl aminopeptidase activity blockers – biochemical, fluorogenic H-Leu-NHMec substrate, 1536-well (AID 1445); recombinant M1AAP, H-Leu-NHMec fluorogenic kinetic assay; higher % means a stronger effect; inhibition, % at 30 µM; hits with a dose series show IC50 in µM; 220,000 compounds, 0.42% hits;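 active = primary inhibition above the hit cutoff, then over 50% inhibition at one or more dose response concentrations, cut at about 23% in these data, passing the limit was not always enough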;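 also: plate controls were DMSO full reaction for no effect and no enzyme background for full effect; strong numbers were not always called active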
# MT stabilizer: microtubule stabilizers in HeLa cells. HeLa tubulin immunostaining HCS, 24 h; share of cells brighter than vehicle mean+2SD. % tubulin-high responders, % at 10 µM. 200,000 compounds, 0.83% hits;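 active = plate Z-score above 3 for both tubulin-high and condensed-nucleus cell shares, with cell loss under 80%, at 10 µM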;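 also: anti alpha tubulin signal scored within the nucleus-defined area of each cell; some results filed as inactive read as strong as hits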
# M17LAP inhibition: P. falciparum M17LAP inhibitors, primary screen, biochemical, fluorogenic H-Leu-NHMec substrate, 1536-well (AID 1619) | 220,000 compounds, 0.38% hits | recombinant M17LAP, H-Leu-NHMec fluorogenic kinetic assay; higher % means a stronger effect | one-dose inhibition, % at 30 µM; IC50 in µM for titrated hits;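 active = compound inhibiting the enzyme by more than half at any dose during confirmatory dose-response retesting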;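 also: plate controls were full reaction with DMSO carrier for no effect and no enzyme background for full effect; strong numbers were not always called active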
# Dynein cargo inh: blocks dynein driven cargo transport along microtubules | 3617.4 mouse cells, GR-EGFP nuclear translocation imaging; test concentration mostly 20 µM; stimulated with dexamethasone, 1 µM; stronger effect = lower value | 220,000 compounds, 0.47% hits | z-score, hits read low;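 active = plate z-score of nuclear minus cytoplasmic receptor signal below a set negative limit, without overly bright fluorescence or cell loss, cut at about -3.5 in these data, passing the limit was not always enough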;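 also: z-score of nuclear minus cytoplasmic ring GR-EGFP intensity difference per well; some compounds called inactive have numbers as strong as hits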
#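 Buffer or medium – tet-free medium with charcoal-stripped serum · Signal – automated 10x imaging of fixed Hoechst-stained cells · Also added – dexamethasone agonist, 1.0 µM final, for 30 min · Incubation – induction 48 h, compound 1 h, agonist 30 min · Read-out – GR-EGFP nuclear translocation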
# ER stress rescue: rescue of cells from ER stress-induced death, primary screen, 384-well, CSM14.1, thapsigargin, ATP luminescence (AID 1222); cellular ATP content (survival), % at 20 µM; hits with a dose series show EC50 in µM; CSM14.1 thapsigargin-induced death rescue, ATP luminescence; higher % means a stronger effect; 190,000 tested, under 10 active;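 active = EC50 below 50 µM in the dose-response confirmation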;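 also: death triggered by thapsigargin at about 15 µM added after 2 h compound pretreatment; cell ATP read after overnight thapsigargin exposure of roughly 18 to 22 hours; normalized against plate controls of thapsigargin alone and 5% DMSO vehicle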
# Dynein cargo inh cytoplasmic EGFP: recorded beside Dynein cargo inh, whose call it bears; z-score; measured here: cytoplasmic GR-EGFP intensity; stronger effect = higher value
# Dynein cargo inh nuclear GR-EGFP: also measured in Dynein cargo inh; calls as there; z-score; measured here: nuclear GR-EGFP intensity;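 lower value marks the stronger effect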
# Dynein cargo inh cell count: further read-out of Dynein cargo inh, marked with its call; z-score; measured here: cell count per field
# Ins promoter up cell count: recorded beside Ins promoter up, whose call it bears; cell count; measured here: cytotoxicity, nuclei count;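 total cells summed across four imaged fields per well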
# b-catenin transl cell count 5 µM: second read-out of b-catenin transl, no call of its own (marks repeat the call); cell count; measured here: cell count, cytotoxicity flag
# MT stabilizer Hoechst-high %: second read-out of MT stabilizer, no call of its own (marks repeat the call); % Hoechst-high responders; measured here: nuclear condensation Hoechst responders;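 share of cells brighter than vehicle mean plus two SD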
# MT stabilizer cytotoxicity %: recorded beside MT stabilizer, whose call it bears; toxicity, %; measured here: cytotoxicity by cell density;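 0% = mean cell density of plate MIN control wells and 100% = no cells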
# Autophagy HCS cell loss 18 h: second read-out of Autophagy HCS, no call of its own (marks repeat the call); toxicity, %; measured here: cell loss, nuclei count;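 cell loss after 18 h compound exposure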
# An asterisk follows results filed as active; i = inactive; . = no result given; + = active, no number; [ ] = remark or other dose.
SMILES,b-catenin transl,b-catenin transl cell count 5 µM,Autophagy HCS,Autophagy HCS cell loss 18 h,Ins promoter up,Ins promoter up cell count,UTI89 phage lysis,M1AAP inhibition,MT stabilizer,MT stabilizer Hoechst-high %,MT stabilizer cytotoxicity %,M17LAP inhibition,Dynein cargo inh,Dynein cargo inh cytoplasmic EGFP,Dynein cargo inh nuclear GR-EGFP,Dynein cargo inh cell count,ER stress rescue
Cc1cccc(OCC(=O)OCC(=O)c2c(N)n(C)c(=O)n(C)c2=O)c1,-1.9,1415,i,-13,0.23,1604,0.6%,-14%,1.5,2.2,5.5,24%,-0.34,-0.17,-0.13,0.4,-0.4%
Cc1cc(C)n(-c2cccc(Cl)c2)c(=O)c1C#N,-1.0,891,+,-6.9*,0.76,1525,0.6%,1%,5.2,1.9,8.0,4%,4.7,0.003,2.8,-2.7,0.2%
COc1cccc(-n2c(SC)nnc2-c2c[nH]c3ccccc23)c1,-1.3,1178,i,-7,0.54,958,-2.7%,15%,7.6,1.7,3.4,6%,0.59,-0.21,0.5,-0.37,-1.8%
COc1ccc(CCNC(=O)CSc2nc(N)c(C#N)c(-c3cccs3)c2C#N)cc1OC,-5.0,1021,i,16,0,1229,2.2%,-1%,5.1,2.3,4.3,3%,-0.26,-0.22,0.18,0.2,-0.9%
CCOC(=O)C1CCCN(c2ncnc3c2oc2ccccc23)C1 (stereo unspecified),-0.6,1132,i,3,-2.4,561,-0.1%,14%,1.2,1.2,4.9,20%,-0.63,-0.19,-0.25,0.81,0.0%
CC(C)CN1C(=O)C(NC(=O)C2CC2)(C(F)(F)F)C2=C1CC(C)(C)CC2=O (stereo unspecified),-2.5,551,i,-14,0.19,1327,0.0%,9%,4.1,4.9,0.8,9%,-0.6,-0.068,-0.71,0.2,-0.4%
CCCC(OC(=O)CC1Sc2ccccc2NC1=O)C(=O)NCc1ccco1 (stereo unspecified),-2.7,1151,i,5,0.56,1892,-0.1%,4%,2.5,1.6,6.6,9%,-0.34,-0.18,-0.075,-0.48,-2.2%
CC(C)(C)C(=O)Nc1nnc(CSCc2ccccc2F)s1,.,.,i,5,0.75,829,7.7%,0%,0.7,0.9,11,-2%,-0.29,-0.22,-0.092,0.3,-0.3%
CC(NC(=O)CNC(=O)OCc1ccccc1)C(=O)N1CC(O)CC1C(=O)OCc1ccccc1 (stereo unspecified),1.1,1049,i,25,-0.08,1862,1.2%,5%,4.5,3.0,11,8%,-1.1,-0.24,-0.19,1.2,-0.6%
Cc1cc(C(F)(F)F)n2nc(-c3cnn(C)c3C(F)(F)F)c(Cl)c2n1,0.3,1332,i,5,-0.17,1395,0.8%,-2%,2.3,1.4,7.4,-1%,-0.53,-0.23,-0.35,0.86,7.5%
NC(=O)CSc1nnc(-c2ccc(S(=O)(=O)N3CCOCC3)cc2)n1Cc1ccccc1,-0.7,1084,i,15,.,.,1.6%,7%,3.3,2.1,1.7,-9%,-0.18,-0.33,0.054,0.45,-2.1%
Cc1csc(Sc2ccc([N+](=O)[O-])cc2C(=O)OCC(=O)NC(=O)NC(C)(C)C)n1,-2.5,1180,i,-7,-0.18,967,0.4%,9%,2.2,1.7,7.0,14%,-0.037,-0.19,0.65,0.054,0.2%
O=C(CCCOc1ccccc1)Nc1ccc(Cl)cn1,1.9,950,i,6,0.29,1375,-0.1%,15%,9.1,2.5,13,2%,-0.53,-0.077,-0.23,0.36,-0.7%
CC(=O)NNc1ncnc2ccccc12,-2.5,1091,i,-24,0.35,1465,0.3%,5%,4.5,1.8,7.1,9%,-0.13,-0.25,-0.19,0.076,-3.0%
O=C(Nc1cccc(-c2nc3cc(Cl)ccc3o2)c1)C1CCCO1 (stereo unspecified),-3.0,1119,i,-2,0.53,1288,1.8%,-2%,2.6,1.8,8.1,3%,-0.67,-0.12,-0.49,-0.75,-2.5%
OCCN(CCO)CC(O)Cn1c2ccccc2c2ccccc21 (stereo unspecified),.,.,i,5,.,.,2.4%,-18%,7.8,1.9,7.0,4%,0.95,-0.054,1.2,-2,-2.4%
CC(C)C(NC(=O)C12CC3CC(CC(C3)C1)C2)C(=O)NC1=NCCS1 (stereo unspecified),0.6,1348,i,3,-0.8,1564,.,3%,2.6,2.5,9.3,3%,-0.28,-0.19,-0.15,0.54,-1.7%
CC(NC(=O)/C(C#N)=C1\N=C(NC(=O)c2ccco2)c2ccccc21)c1ccccc1 (stereo unspecified),-0.4,1226,.,.,3.7*,1102*,.,5%,.,.,.,-3%,-0.19,1.9,0.087,-0.69,.
CCN(CC)C1=CC2=CC(=C(C#N)C#N)CCC2CC1 (stereo unspecified),-0.1,872,i,13,-0.2,2380,-0.1%,-1%,2.1,1.5,5.5,16%,-2.7,5.7,-0.54,-2,-3.0%
COC(=O)C1CCN(C(=O)COc2ccc(Cl)cc2)CC1,.,.,i,-1,0.11,1154,0.6%,-5%,4.3,2.0,4.9,2%,-0.19,-0.18,-0.28,-0.17,-1.1%
Fc1ccccc1N1CCN(c2nc(-c3cccs3)nc3ccccc23)CC1,0.2,1119,i,-18,0.68,1236,1.6%,-1%,2.8,3.3,6.1,1%,0.19,-0.18,0.16,-0.53,5.7%
CNc1ccccc1NC(=O)CCn1c(=S)oc2ccccc21,0.5,1290,.,.,-0.01,983,-0.9%[50 µM],3%,.,.,.,-1%,-0.77,-0.24,-0.0076,1.3,.
Cc1ccc(CS(=O)(=O)c2ccc(C(=O)N3CCCCC3)cc2[N+](=O)[O-])cc1,0.0,1123,i,10,-0.07,1341,0.0%,8%,2.8,2.5,7.9,4%,-0.47,-0.25,-0.55,1.2,0.0%
CCOC(=O)c1ccc(NC(=O)COc2ccc(-n3cnnn3)cc2)cc1,-0.1,1002,i,-1,0.08,1469,1.3%,1%,2.4,1.5,1.9,7%,-0.3,-0.23,-0.12,-0.48,5.0%
O=C(NN1C(=O)c2cc(Br)ccc2NC1c1cc(Br)cc(Br)c1O)c1ccncc1 (stereo unspecified),0.6,512,i,14,0.48,1364,-15%,16%,3.1,1.9,3.9,5%,-0.025,-0.23,0.11,-0.055,-1.6%
O=C(O)c1ccc(/C=N\Nc2ccc(S(=O)(=O)N3CCOCC3)cc2[N+](=O)[O-])cc1,-0.2,1371,.,.,-0.57,1184,0.1%,6%,.,.,.,4%,-0.3,-0.27,-0.18,-0.095,.
COC(=O)c1ccccc1NC(=O)Cn1ccnc1,.,.,i,-3,1.2,1199,0.4%,-1%,2.1,1.6,5.4,4%,-0.062,-0.2,0.15,-0.36,-2.4%
O=C(Nc1cccc(S(=O)(=O)Nc2ccc(Cl)cc2)c1)c1ccc[n+]([O-])c1,1.9,1347,.,.,0.42,1019,0.3%,.,.,.,.,.,-0.2,-0.012,-0.24,-0.5,.
Cc1ccc(C(=O)NCC(=O)OCC(=O)c2ccc3c(c2)NC(=O)CO3)cc1C,-0.6,1083,i,-8,0.09,1342,0.3%,3%,3.2,2.9,3.9,9%,-0.39,-0.28,-0.24,0.63,-0.5%
Cc1ccc(CNC(=O)/C=C/c2c(Cl)cccc2Cl)cc1,-0.6,988,i,-12,0.5,1276,5.7%,6%,2.3,1.2,0.3,-10%,-0.3,-0.19,0.0076,0.18,-2.2%
Cc1c(NC(=O)CSc2ccc(Cl)cc2)c(=O)n(-c2ccccc2)n1C,-1.1,1139,i,8,0.62,1174,-0.1%,1%,3.8,2.0,4.6,4%,0.66,-0.3,0.64,0.04,-3.4%
CS(=O)(=O)N(CC(=O)Nc1cccc([N+](=O)[O-])c1)c1cccc(F)c1,1.1,975,i,11,.,.,-0.2%,2%,3.0,1.9,7.8,-1%,-0.29,0.23,0.031,0.44,0.3%
O=C(Nc1cccc(S(=O)(=O)NC2=NCCC2)c1)C1CCCCC1,-0.5,1337,.,.,-0.1,1058,0.0%,0%,.,.,.,0%,0.16,-0.22,0.095,-0.47,.
CCCNS(=O)(=O)c1ccc(OC)c(Cl)c1Cl,-0.9,1208,i,6,0.23,1027,0.0%,1%,1.8,1.0,2.3,1%,-0.092,0.13,0.45,1.3,-3.2%
NC(=O)c1c(/N=C/c2cccnc2)sc2c1CCCC2,0.6,1332,.,.,.,.,.,0%,.,.,.,10%,0.027,-0.21,-0.11,-0.28,.
NS(=O)(=O)c1cccc(NC(=O)Cc2ccc(Cl)c(Cl)c2)c1,-0.4,998,i,0,.,.,-0.2%,7%,3.5,2.5,11,-8%,-0.84,-0.3,-0.33,0.89,-1.3%
Cc1cc(=O)[nH]c(N=N/C(=N/Nc2ccccc2C)c2ccccc2)n1,0.8,1018,i,35,-3.2,577,-0.6%,4%,1.0,0.7,15,-9%,0.43,0.17,0.42,-0.091,2.4%
